Source: PubChem BioAssay
MRP1 act: activates MRP-1; H69AR cells + doxorubicin, viability rescue, CellTiter-Glo; viability increase, % at 10 µM; 0.61% of 140,000 active;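 active = viability gain under doxorubicin at or above a set limit, the compound median plus 3 SD, cut at about 4.7% in these data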;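 note: MRP-1 overexpressing cells given doxorubicin 25 µM after compound pretreatment; 18-22 h compound pretreatment then 72 h with doxorubicin before readout; 0% = doxorubicin-only wells and 100% = vehicle-treated cells without doxorubicin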
NPY-Y2 antag: NPY-Y2 (human) receptor antagonism | NPY-Y2 expressing cells, antagonist mode | P49146 | 0.99% of 140,000 active | inhibition, % at 2.7 µM; in the data active = inhibition above about 17%;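 note: 0% = vehicle with agonist challenge and 100% = reference antagonist with challenge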
Target sequence (P49146 whole entry, looked up): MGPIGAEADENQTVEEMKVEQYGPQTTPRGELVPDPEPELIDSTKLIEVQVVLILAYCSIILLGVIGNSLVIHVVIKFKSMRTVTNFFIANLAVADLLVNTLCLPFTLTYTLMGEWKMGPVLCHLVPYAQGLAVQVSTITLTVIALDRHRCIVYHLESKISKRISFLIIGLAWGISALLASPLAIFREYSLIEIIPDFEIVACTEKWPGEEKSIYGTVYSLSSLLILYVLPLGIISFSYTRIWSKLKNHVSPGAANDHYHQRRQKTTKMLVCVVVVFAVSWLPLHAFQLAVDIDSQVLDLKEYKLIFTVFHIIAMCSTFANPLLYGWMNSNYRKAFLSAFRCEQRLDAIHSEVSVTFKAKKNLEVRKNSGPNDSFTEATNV
Yeast life ext: extends the lifespan of yeast | S. cerevisiae growth with nicotinamide, OD615; deaD strain in restrictive glucose medium | inhibition of the nicotinamide effect, % at 10 µM | AID 775 | 0.68% of 130,000 active;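 active = inhibition above a set limit, placed 3 SD over the median of all compounds, cut at about 26% in these data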;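 note: 0% = nicotinamide-treated wells and 100% = cells grown without nicotinamide; some compounds called inactive have numbers as strong as hits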
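Assay system: engineered S. cerevisiae DeaD replicative-lifespan strain, galactose-grown log-phase cells; Buffer or medium: CSMM-D glucose medium, restrictive; Probe or stimulus: nicotinamide 1.5 mM; Compound: single dose 10 µM compound, 0.25% DMSO; Schedule: 4 h preincubation then 48 h treatment at 30 °C; Technique: OD615 measurement.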
Measles CPE: protection of cells from measles virus. Measles virus-infected cells, CPE protection, absorbance. protection (pct of control), % at 4 µM. 1.5% of 140,000 active; in the data active = protection mostly above about 24%, no sharp cut-off; inactive = mostly below about 26%; note: some compounds called inactive have numbers as strong as hits
PTEN del growth: growth suppressors of cells with PTEN tumor suppressor deletion. HCT116 PTEN-null viability, CellTiter-Glo, 60 h; hits give low values. viability, % at 10 µM. 1.2% of 140,000 active;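 active = viability at or below a set limit, 4 SD under the median of all tested compounds, cut at about 3.7% in these data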;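 note: PTEN knockout HCT116 line with beta catenin targeted HCT116 as companion control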
bCat KO growth: beta-catenin-lacking colon tumor cell growth suppression; AID 818; viability, % at 10 µM; HCT116 beta-catenin knockout viability, CellTiter-Glo, 60 h; hits give low values; 1.5% of 140,000 active;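 active = viability at or under a set limit, the compound median less 4 SD, cut at about 6% in these data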;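 note: 0% = Hyamine 1622 control at 20 µM and 100% = untreated cell control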
Yeast growth inh: yeast BB579 growth reduction in restrictive medium. S. cerevisiae BB579 growth, OD615, 48 h. inhibition, % at 10 µM. 0.51% of 140,000 active;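 active = inhibition above a set limit, 3 SD over the mean compound inhibition, cut at about 44% in these data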; note: inactives centre near -24
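Assay system: S. cerevisiae DeaD strain BB579 yeast. Medium: CSMM-D restrictive synthetic medium containing dextrose (glucose). Times: 4 h cell preincubation, 48 h compound exposure, 30 °C humidified. Signal: OD615 turbidity measurement. Benchmarks: positive control amphotericin B 10 µg/mL.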
Phagocyt inh: inhibitors of macrophage phagocytosis; J774A.1 macrophage IgG-bead phagocytosis, imaging; inhibition, % at 5 µM; 0.07% of 110,000 active; AID 1029;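 active = inhibition above the mean of the plate negative controls plus 5 SD, cut at about 13% in these data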;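 note: phagocytic index as fraction of beads internalized from green versus red external bead signal; plate controls were DMSO negative control for no effect and cytochalasin-D positive control for full effect; some results beyond the cut were filed as inactive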
GALR2 antag: blocks the human galanin receptor 2. 0.39% of 140,000 active. GALR2-expressing cells, antagonist mode. O43603. inhibition, % at 4 µM; in the data active = inhibition above about 27%;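 note: cells stimulated with galanin 1-16 at roughly its EC80; 0% = agonist challenge control and 100% = basal control without agonist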
Target sequence (O43603 whole entry, looked up): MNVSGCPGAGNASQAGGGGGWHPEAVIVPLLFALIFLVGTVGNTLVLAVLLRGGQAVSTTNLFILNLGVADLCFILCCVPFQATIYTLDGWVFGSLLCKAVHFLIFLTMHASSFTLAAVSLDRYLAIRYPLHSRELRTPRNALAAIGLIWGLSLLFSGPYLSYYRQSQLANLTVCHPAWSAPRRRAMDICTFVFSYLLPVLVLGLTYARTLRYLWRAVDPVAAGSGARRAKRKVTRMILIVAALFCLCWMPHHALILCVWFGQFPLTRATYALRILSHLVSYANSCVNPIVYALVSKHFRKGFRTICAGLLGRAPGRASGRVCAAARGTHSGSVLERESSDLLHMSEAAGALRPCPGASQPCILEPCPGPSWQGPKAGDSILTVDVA
E-sel TNF inh: TNF alpha driven E-selectin expression inhibition; inhibition, % at 2 µM; HUVEC TNFa-induced E-selectin immunofluorescence, high content; 0.71% of 120,000 active;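 active = inhibition above the batch mean plus 3 SD, and confirmed as a hit on visual image review, cut at about 43% in these data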;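 note: 0% = TNF-stimulated DMSO wells and 100% = unstimulated control wells; not every result past the cut was called active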
Active calls of the source: *; / = no result given.

SMILES	MRP1 act	NPY-Y2 antag	Yeast life ext	Measles CPE	PTEN del growth	bCat KO growth	Yeast growth inh	Phagocyt inh	GALR2 antag	E-sel TNF inh
CCc1cc2c(=O)n(-c3ccccc3)cnc2s1	1.3	-0.8	-6.0	4.4	101.3	94.4	-6.8	-1.6	8.9	-4.6
COC(=O)c1sc(N)c(C(=O)OC)c1CSc1nnnn1C	-3.2	3.8	-5.0	5.7	90.7	80.9	-24.3	-0.5	0.0	5.7
Cc1cc(=O)oc2cc(NC(=O)CCC(=O)O)ccc12	0.6	1.8	-4.4	3.8	89.9	86.0	-58.6	/	-6.8	/
Cc1ccc(NC(=S)N(CCCN2CCOCC2)Cc2cccs2)c(C)c1	-2.1	2.4	-0.2	6.8	89.6	86.0	-10.0	-9.8	15.4	-2.6
Cc1ccc(C(=O)O)cc1S(=O)(=O)N1CCCC1	-0.2	0.0	-4.2	19.4	101.0	109.8	-0.5	0.3	-9.7	6.1
O=C(Cc1ccccc1)N1CCC(C(=O)N2CCN(c3ccc(F)cc3)CC2)CC1	-1.5	4.7	-7.9	28.9	94.7	89.5	-7.2	-0.6	-3.5	-0.2
Cn1c(=O)c2[nH]cnc2n(-c2ccccc2)c1=O	0.7	0.3	1.4	10.2	103.2	103.5	-34.4	-1.9	5.2	-8.1
Nc1c(C(=O)NCc2ccco2)c2nc3ccccc3nc2n1CCc1ccccc1	-4.4	-1.5	-4.0	1.4	31.5	55.9	-47.9	-0.5	-2.3	-22.9
COc1ccc(-n2nnnc2SCC(=O)Nc2ccc3c(c2)OCCO3)c(OC)c1	-0.7	1.9	-9.5	9.0	105.3	88.7	-24.1	-0.1	-2.7	-28.9
Cc1cccc(OCCn2nc(C(=O)O)c3ccccc3c2=O)c1	-0.5	9.0	-5.5	14.4	99.8	97.1	-19.9	1.2	3.6	-19.6
C=CCNCCCCOc1c(Cl)cc(C)cc1Br	-5.9	10.5	-9.1	5.7	53.6	44.2	-30.1	/	-8.4	3.3
CC1(C)CC(=O)C=C(NCc2ccncc2)C1	-1.0	-2.2	-10.2	36.3	105.9	96.9	-9.4	-3.6	-5.1	27.4
COc1ccc(Br)cc1C(=O)NC(=S)Nc1cc(-c2nc3ccccc3[nH]2)ccc1C	-3.5	5.4	0.2	3.5	44.8	64.3	-48.3	-9.1	-0.8	-2.2
Cc1ccc(C(=O)Oc2cccnc2)cc1[N+](=O)[O-]	0.9	3.8	-5.9	6.6	100.4	91.5	-22.9	-9.9	1.9	/
COC(=O)[C@@]1(Cc2ccccc2)[C@@H]2C(=CC(=O)[C@H]2CC(=O)C(=O)N(C)C)CN1C(=O)c1ccccc1	-4.8	2.2	1.0	81.9*	1.7*	2.4*	-35.3	/	16.4	2.3
COc1ccc(C2(CNC(=O)/C=C\c3ccco3)CCCC2)cc1OC	-1.5	3.6	-13.2	7.3	93.2	93.8	-67.8	0.1	-10.2	35.9
COCCN(C(=O)CNC(=O)c1ccco1)C(C(=O)NC1CCCCC1)c1cccc(OC)c1 (configuration not stated)	-1.9	0.6	-3.0	8.1	102.5	92.7	-46.5	-5.2	3.5	0.0
CCN(CC)S(=O)(=O)c1cc(C)ccc1SC	-0.9	3.9	13.5	4.0	80.8	89.6	-22.4	-2.8	3.4	-6.3
CC(C)(C)c1nn2cnnc2n(/N=C/c2ccc(O)cc2)c1=O	0.8	2.2	-1.4	3.2	96.7	94.6	-41.9	-8.0	18.1	/
Cc1cccc(C)c1NC(=O)C1NC(=O)CC1c1ccccc1 (configuration not stated)	-0.1	-2.2	-5.0	2.4	93.0	87.3	0.5	/	-3.6	4.5
CC(=O)NNc1ccc(C(F)(F)F)cc1[N+](=O)[O-]	-0.1	2.6	/	2.2	90.6	90.3	-25.1	/	-14.7	0.7
CCOC(=O)c1c(C)n(C)c2ccc(OC)c(NS(=O)(=O)CC)c12	-0.9	-1.0	-2.5	7.5	89.9	105.4	-19.4	-8.7	-4.6	22.5
O=C(Nc1cc([N+](=O)[O-])ccc1Cl)C(Sc1ccccc1)c1ccccc1 (configuration not stated)	-2.8	7.7	8.9	8.4	70.9	82.4	-9.8	-12.2	7.6	9.4
Cn1c(=O)[nH]c(=O)c2[nH]c(N(Cc3ccccc3)Cc3ccccc3)nc21	-1.2	-0.6	-17.3	1.8	68.6	62.3	-6.0	0.4	-20.7	-7.4
Cn1c(C(=O)NCCC2=CCCCC2)cc2c(=O)n3ccccc3nc21	-0.4	3.4	-11.1	1.6	102.4	100.9	-43.0	0.0	-16.4	-5.4

Reprinted at random: 2 compounds from above
SMILES	MRP1 act	NPY-Y2 antag	Yeast life ext	Measles CPE	PTEN del growth	bCat KO growth	Yeast growth inh	Phagocyt inh	GALR2 antag	E-sel TNF inh
CCc1cc2c(=O)n(-c3ccccc3)cnc2s1	1.3	-0.8	-6.0	4.4	101.3	94.4	-6.8	-1.6	8.9	-4.6
COc1ccc(Br)cc1C(=O)NC(=S)Nc1cc(-c2nc3ccccc3[nH]2)ccc1C	-3.5	5.4	0.2	3.5	44.8	64.3	-48.3	-9.1	-0.8	-2.2

The listing continues.
SMILES	MRP1 act	NPY-Y2 antag	Yeast life ext	Measles CPE	PTEN del growth	bCat KO growth	Yeast growth inh	Phagocyt inh	GALR2 antag	E-sel TNF inh
CCOC1CC(C)(C)NC(=S)N1 (configuration not stated)	-1.1	2.3	-1.4	6.0	93.4	93.2	-36.7	-9.1	9.9	/
O=[n+]1c2c(n([O-])c3cc(F)ccc31)CCCC2	-1.9	2.6	-3.0	6.3	86.0	88.3	-41.9	-3.4	-1.9	/
O=[N+]([O-])c1ccc(Nc2nc(N/N=C\c3ccc4c(c3)OCO4)nc(N3CCCCC3)n2)cc1	-1.4	-2.4	12.7	3.2	61.6	74.2	-15.5	/	-9.1	21.8
COc1ccc(CSc2cccc3cccnc23)cc1[N+](=O)[O-]	-0.6	7.4	-5.9	22.6	86.0	91.5	-24.8	-0.9	10.9	/
CCOC(=O)c1c(C)[nH]c(/C(C)=N/O)c1C	-1.4	-0.7	-11.6	18.1	102.2	94.0	-79.0	1.7	13.2	-22.6
Cc1noc(C)c1S(=O)(=O)N1CCCC(C(=O)Nc2ccc(Cl)cn2)C1 (configuration not stated)	-3.9	0.5	8.7	6.9	72.7	74.4	-19.2	-1.6	18.8	30.0
CCN(CC)S(=O)(=O)c1ccc2[nH]c(=O)[nH]c2c1	-2.3	2.6	-2.7	1.7	103.2	96.6	-24.2	-0.1	-6.8	17.1
O=C1NCCCC2c3c(cc(Br)c(O)c3Br)OC12N1CCCCC1 (configuration not stated)	1.9	1.2	-6.6	24.4	107.1	94.8	-47.0	/	-7.3	0.6
Cc1cccc(N2C(=O)CC(N(C(=O)c3ccco3)c3cccc(C)c3)C2=O)c1 (configuration not stated)	-1.3	1.4	/	7.1	94.5	100.9	-38.9	/	-7.6	25.4
CS(=O)(=O)Nc1ccc(C(=O)NCCSCc2ccco2)cc1	-0.8	2.5	-0.4	16.6	107.3	110.5	-30.3	-0.6	-9.2	15.1
Cc1c(C)c2ccc(OC3CCCCC3=O)cc2oc1=O (configuration not stated)	-3.6	3.4	-21.4	8.7	88.5	93.0	-10.9	1.0	4.1	2.1
FC(F)(F)Oc1ccc(NC(=S)NCc2ccccc2)cc1	-4.1	4.2	-4.8	6.9	96.8	88.7	2.7	-0.2	-12.2	/
Cc1cc2cc(CNC(=O)Nc3cccc(Cl)c3)ccc2n1C	0.8	1.0	-5.2	1.9	94.3	107.8	-7.3	0.7	-9.8	3.1
CC1(C)CC(NC(=O)C(F)(F)F)CC(C)(C)N1OC(=O)c1ccco1	-1.2	2.5	-6.0	21.6	101.2	91.7	-18.5	7.1	15.5	-8.1
CC(Sc1nnc(-c2cccs2)n1-c1ccccc1)C(=O)NCc1ccc2c(c1)OCO2 (configuration not stated)	-0.8	2.6	-6.1	5.2	94.0	94.8	-97.8	-0.6	5.5	4.5
Oc1c(Br)cc(Br)cc1/C=N/c1nc2c(s1)CCCC2	-3.5	2.9	-14.9	5.7	99.3	98.1	99.3*	/	1.3	-31.5
Cc1ccc(OCCn2c(=O)cnc3ccccc32)cc1	-3.5	7.8	/	6.1	14.6	14.0	-46.2	/	14.7	16.4
COc1ccc(NC(C)=O)cc1NC(C)C(=O)Nc1cccc2ccccc12 (configuration not stated)	-0.7	3.0	-17.2	6.6	95.0	88.6	-36.8	-0.6	2.3	-15.9
O=S(=O)(N1CCCCC1)n1c(Cc2ccccc2)nc2ccccc21	-0.1	2.4	-7.8	8.8	73.4	73.5	-42.6	-0.5	6.1	-0.8
O=C(Nc1cccc(O)c1)c1cc(-c2ccco2)on1	-1.1	0.2	-14.6	9.7	105.2	111.8	-52.0	-0.8	-6.8	/
CCOc1ccccc1N1CC(C(=O)Nc2ccc(C(=O)O)cc2)CC1=O (configuration not stated)	-1.1	-0.1	-19.2	3.6	94.4	99.8	-14.8	-0.5	11.5	-21.8
CCOC(=O)C1CCCN(Cc2cc(Br)ccc2OC)C1 (configuration not stated)	-2.5	5.1	2.1	41.4	91.7	87.9	-21.6	-1.3	-11.8	-15.1
CC(C)c1ccc(/C=C2\CC/C(=C\C=N\N(C)C)C2=O)cc1	-1.9	-1.4	-2.3	2.9	86.4	82.7	-50.4	-0.1	-7.4	-21.3
Cc1ccc2c(c1)N(CCCC(=O)NCC1COc3ccccc3O1)C(=O)CO2 (configuration not stated)	-0.3	5.0	-6.3	0.1	83.4	90.8	-37.5	2.4	1.5	-17.4
CC(C)(C)n1nnnc1C(c1cccs1)N(Cc1cccnc1)CC1CCCO1 (configuration not stated)	-4.1	6.9	-20.1	19.7	78.3	74.4	-5.8	-0.7	2.1	-5.8
(continued)
SMILES	MRP1 act	NPY-Y2 antag	Yeast life ext	Measles CPE	PTEN del growth	bCat KO growth	Yeast growth inh	Phagocyt inh	GALR2 antag	E-sel TNF inh
Cc1ccc2oc(-c3cccc(NC(=O)c4ccc(Br)o4)c3C)nc2c1	2.1	13.9	-11.4	12.8	108.5	93.9	-34.3	0.6	4.3	-35.8
CCOC(=O)C1CCCN(C/C(O)=C(\C#N)c2nc(-c3ccc(Cl)cc3)cs2)C1 (configuration not stated)	0.6	8.1	-13.7	7.6	97.9	102.8	5.6	-1.1	0.2	4.0
COc1cccc(C(=O)Nc2nc(-c3ccccc3)c(-c3ccccc3)o2)c1	-3.0	2.5	-4.7	6.7	17.3	24.2	-16.3	-9.5	1.8	/
Cc1[nH]n(-c2ccccc2)c(=O)c1C=Nc1ccc2[nH]c(=O)[nH]c2c1	-1.6	0.5	-0.2	7.4	107.3	91.2	-28.3	-2.0	-11.5	8.6
Cc1ccc(C)c(NC(=O)CCC(=O)OC(C(=O)c2ccccc2)c2ccccc2)c1 (configuration not stated)	-2.9	1.4	17.8	22.6	96.0	91.6	-13.9	0.9	-1.1	-46.4
CC(=O)c1cccc(NC(=O)C2CCCN(S(=O)(=O)c3ccc(F)cc3)C2)c1 (configuration not stated)	-1.1	4.3	1.0	2.6	84.1	80.0	-22.7	/	-19.7	16.4
CC(=O)c1cccc(NC(=O)Oc2ccccc2)c1	-2.1	3.5	-23.1	5.2	94.6	88.8	-37.7	/	-1.4	45.2
